High-throughput results as filed in PubChem.
Yfh1-off respiration: mitochondrial function rescue without frataxin homolog – Friedreich's ataxia, plus single-dose screen, dose response (AID 1465); S. cerevisiae Yfh1-off respiration, WST-1 reduction, 72 h; higher fold induction means a stronger effect; fold induction at 50 µM; hits with a dose series show EC50 in µM; 0.074% of 220,000 active;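 active = fold induction of absorbance versus untreated yeast above a set limit, then at least 30% activation at any dose in follow-up; inconclusive = repeats straddling the limit, or above it without dose testing; inactive = fold induction below the set limit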;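 also: activators that raise dye reduction in frataxin-depleted yeast; strong numbers were not always called active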
CSM14.1 death rescue: rescue of cells from ER stress-induced death, primary screen, 384-well, CSM14.1, thapsigargin, ATP luminescence (AID 1222); CSM14.1 thapsigargin-induced death rescue, ATP luminescence; higher % means a stronger effect; cellular ATP content (survival), % at 20 µM, or EC50 in µM where a hit was titrated; 190,000 tested, under 10 active;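 active = EC50 below 50 µM in the dose-response confirmation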;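 also: death triggered by thapsigargin at about 15 µM added after 2 h compound pretreatment; cell ATP read after overnight thapsigargin exposure of roughly 18 to 22 hours; normalized against plate controls of thapsigargin alone and 5% DMSO vehicle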
Large T inhibition: TAg ATPase/helicase activity blockers – biochemical (AID 1903) | SV40 large T antigen ATPase/helicase inhibition assay; higher % means a stronger effect | inhibition, % at 20 µM, or IC50 in µM where a hit was titrated | 0.39% of 310,000 active; in the data active = a potency from the dose series; inconclusive = inhibition mostly from about 32% at the one dose, without a potency; inactive = the rest, 99 in 100 with inhibition below about 32%; also: strong numbers were not always called active
West Nile antiviral: West Nile virus antiviral activity, cell-based, CPE readout (AID 1621); West Nile virus-infected cells, CPE inhibition; higher % means a stronger effect; CPE inhibition, % at 10 µM, or IC50 in µM where a hit was titrated; 0.02% of 290,000 active; in the data active = a potency from the dose series; inconclusive = CPE inhibition mostly from about 3.7% at the one dose, without a potency; inactive = the rest, 99 in 100 with CPE inhibition below about 2.2%; also: strong numbers were not always called active
K1F lysis inhibition: protection from phage-mediated lysis, alamar blue read-out – E. coli UTI89, K1F phage, bacterial capsule biogenesis inhibitors (AID 488966); E. coli UTI89 K1F phage lysis, alamar blue, 2 h; higher % means a stronger effect; inhibition, % at 100 µM; hits with a dose series show IC50 in µM; 0.02% of 340,000 active;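 active = phage lysis inhibition, versus mean bacterial control, above a set limit; inconclusive = no clear call, values can overlap the other calls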;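 also: capsule biogenesis inhibitors block K1F phage lysis so surviving cells raise fluorescence; higher fluorescence means more inhibition of phage lysis; actives were called in the ten point dose series up to 300 µM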
XIAP displacement: XIAP antagonists, biochemical, IAP family, fluorescence polarization (AID 1018); 0.007% of 200,000 active; XIAP BIR domain, fluorescence polarization peptide displacement; higher % means a stronger effect; displacement, % at 20 µM, or IC50 in µM where a hit was titrated; in the data active = displacement above about 50%; also: a part of the inactive calls stands beside numbers as strong as those of hits
WT yeast gro inh: growth inhibition of WT yeast, mitochondrial fusion screen. 2.1% of 190,000 active. inhibition, % at 10 µM. mitochondrial fusion phenotypic screen, WT strain. AID 1362; in the data active = inhibition above about 58%; tested in S. cerevisiae
RSV CPE inhibition: RSV antiviral activity via CPE protection, HEp-2 cells, primary 10 µM value included (AID 2391); HEp-2 cells, RSV-induced CPE inhibition; higher % means a stronger effect; CPE inhibition, % at 10 µM; hits with a dose series show IC50 in µM; 0.13% of 310,000 active; in the data active = a potency from the dose series; inconclusive = CPE inhibition mostly from about 23% at the one dose, without a potency; inactive = the rest, 99 in 100 with CPE inhibition below about 21%; also: strong numbers were not always called active
NS5 inhibitors: Dengue-2 NS5 methyltransferase inhibitors, primary screen, biochemical, confirmation dose response (AID 588689). Dengue-2 NS5 methyltransferase capping enzyme assay, biochemical; higher % means a stronger effect. one-dose inhibition, % at 25 µM; IC50 in µM for titrated hits. 0.3% of 340,000 active; in the data active = a potency from the dose series; inconclusive = inhibition above about 29% without an active follow-up result
WT yeast gro inh mutant strain: recorded beside WT yeast gro inh, whose call it bears; inhibition, %; mitochondrial fusion phenotypic screen, mutant strain inhibition
NS5 inhibitors pilot replicate: second read-out of NS5 inhibitors, no call of its own (marks repeat the call); inhibition, %; measured here: pilot screen replicate inhibition
An asterisk follows results filed as active; i = inactive; ? = inconclusive; . = not tested or not shown; [ ] = remark or other dose.

SMILES	Yfh1-off respiration	CSM14.1 death rescue	Large T inhibition	West Nile antiviral	K1F lysis inhibition	XIAP displacement	WT yeast gro inh	WT yeast gro inh mutant strain	RSV CPE inhibition	NS5 inhibitors	others
CCCn1c(C(C)NS(=O)(=O)c2ccccc2)n[nH]c1=S (stereo not drawn)	.	.	8%	-0.5%	0.3%	.	.	.	0.4%	-6%
CCn1cc(C(=O)N[C@H](C(=O)NCCCO)C(C)C)c(=O)c2cc3c(cc21)OCO3	.	.	1%	0.2%	-0.1%	.	.	.	0.5%	-5%
Cc1ccc(C(=O)NCCCc2ccccc2)c(Cl)c1	.	.	20%	-0.4%	0.3%	.	.	.	1.1%	0%	NS5 inhibitors pilot replicate=1.5
CCCN1C/C(=C/c2ccc3c(c2)OCO3)C(=O)/C(=C/c2ccc3c(c2)OCO3)C1	i	0.6%	13%	-1.0%	4.2%	-13%	3	7	-2.0%	-7%
O=C(Nc1cccc(Cl)c1N1CCCC1)c1ccco1	.	.	-13%	0.2%	1.0%	.	.	.	2.9%	-4%
CCOC(=O)C1CCN(S(=O)(=O)c2ccc3[nH]c(=O)c(=O)[nH]c3c2)CC1	i	2.3%	1%	0.2%	0.6%	-5.8%	-10	5	1.7%	-3%
O=C(N=C1SC2CS(=O)(=O)CC2N1c1cccc(Cl)c1Cl)C1CC1 (stereo not drawn)	.	.	9%	-0.8%	0.1%	.	.	.	1.8%	-1%
Cc1ccc(Nc2c([N+](=O)[O-])c(=O)n(C)c3ccccc23)cc1	i	0.5%	.	-1.5%	0.0%	2.1%	7	-7	4.1%	-3%
CCN(CC)C(=O)Cn1cc(S(=O)(=O)CC(=O)Nc2ccc(OC)c(OC)c2)c2ccccc21	.	.	4%	-0.7%	1.6%[50 µM]	.	.	.	-0.4%	-1%
O=C(COC(=O)c1ccccc1OC(F)F)Nc1ccc2[nH]c(=O)[nH]c2c1	.	.	13%	.	-0.3%[50 µM]	.	.	.	8.0%	-7%
CCc1ccc(NC(=O)CN(c2cc(C)cc(C)c2)S(=O)(=O)c2c(C)[nH]c(=O)[nH]c2=O)cc1	.	.	7%	-0.3%	-0.8%	.	.	.	3.5%	-1%
NC(=O)CC(NC(=O)c1ccccc1)c1ccc(N2CCC(Br)CC2)c([N+](=O)[O-])c1 (stereo not drawn)	i	.	12%	0.2%	0.6%	.	.	.	0.5%	-2%
Nc1nc(CSc2ncn[nH]2)nc(Nc2ccc(F)cc2)n1	i	0.8%	-5%	0.2%	0.1%	-5.0%	8	0	0.9%	-4%
Cn1ncc(Cl)c1C(=O)Nc1ccc(Cl)cn1	i	-1.2%	10%	-0.4%	-0.1%	-2.4%	-21	10	46%	-5%
COc1ccc(N2CCN(C(=O)c3ccc4c(=O)n(Cc5ccc6c(c5)OCO6)c(=O)[nH]c4c3)CC2)cc1	.	.	5%	-0.3%	0.0%	.	.	.	3.6%	4%
O=C(NCc1ccco1)c1cnn2c(C(F)(F)F)cc(-c3ccco3)nc12	i	-0.6%	12%	0.0%	0.3%	-3.3%	19	-8	0.5%	-8%
Cc1nn(CC(=O)Nc2cccc(S(N)(=O)=O)c2)c(C)c1[N+](=O)[O-]	i	-1.0%	15%	-0.5%	4.2%	0.2%	14	-3	0.3%	-1%
CN(C)CCCNC1=CC(=O)CC(c2ccccc2)C1 (stereo not drawn)	i	1.4%	1%	0.1%	0.0%	-5.5%	-2	-9	-0.6%	1%
CC(C)(C)C(=O)NC1CC2CCCC(C1)N2C(=O)Nc1ccccc1F (stereo not drawn)	.	.	3%	-0.5%	-0.5%	.	.	.	0.3%	-2%
CCOc1ccccc1CNS(=O)(=O)c1cc(-c2cc(C)no2)ccc1OC	.	.	9%	-1.5%	0.3%	.	.	.	4.2%	14%
COc1ccc(CC(=O)NNC(=S)Nc2ccccc2)cc1Cl	i	-0.2%	13%	-0.2%	0.3%	-0.3%	-6	13	3.1%	-8%
O=C(NCc1ccco1)c1nc2c(nnn2Cc2ccccc2Cl)c(=O)[nH]1	i	-0.8%	4%	?	0.5%	0.6%	-2	-4	-1.5%	-1%
CC(Sc1nc2ccccc2c(=O)n1C)C(=O)N(C)C1CCCCC1 (stereo not drawn)	.	.	11%	.	1.0%[50 µM]	.	.	.	1.9%	-3%
O=C(CSc1ccc(F)cc1)Nc1ccc(Br)cc1	i	-1.4%	1%	0.1%	0.2%	-0.3%	19	17	4.0%	-2%
O=C(COc1ccccc1)NCc1cccs1	i	-2.1%	-1%	0.0%	3.4%	-1.4%	2	-8	-0.5%	-5%
CC1(C(=O)NCc2cc(F)cc(C(F)(F)F)c2)C=CC2(CCCCC2)N1C(=O)c1ccccc1 (stereo not drawn)	i	7.4%	19%	-0.9%	2.4%	-1.0%	18	-8	9.6%	3%
CC(CCCC(C)(C)O)NC(=O)c1ccc(OC2CCN(C(=O)C3CC3)CC2)cc1 (stereo not drawn)	i	0.2%	-4%	0.1%	0.3%	-2.8%	7	1	3.3%	-3%
CCCCC#Cc1cncc(C(=O)N/N=C/c2cccc(OC)c2)c1	i	.	16%	-0.1%	-0.8%	.	.	.	.	-7%
Cc1c(-c2ccccc2)cn2c1-c1ccc(C)n1CC2	i	-0.5%	14%	-0.3%	1.0%	-0.1%	-7	7	3.7%	-10%
CCc1ccc(CNC(=O)Cn2nc(-c3ccccc3)ccc2=O)cc1	i	-0.1%	0%	-1.1%	2.1%	-2.8%	21	22	2.4%	-2%
O=C(Nc1nc(-c2ccccn2)cs1)C1CCCC1	i	.	-1%	-1.4%	0.0%	-0.5%	32	33	-0.5%	-2%
COc1cc2c(cc1OC)-c1cc(Nc3ccc(C(=O)O)cc3)nc(=O)n1CC2	.	.	25%	-0.3%	0.3%	.	.	.	1.0%	-5%
Nc1nnc(SCC(=O)N2CCN(c3ccccc3)CC2)s1	i	-1.4%	17%	-0.2%	-0.1%	-0.6%	-10	-15	0.1%	2%
CC(OC(=O)CC1CC2CCC1C2)C(=O)Nc1cccc(S(=O)(=O)N2CCOCC2)c1 (stereo not drawn)	.	.	25%	.	-0.8%[50 µM]	.	.	.	-0.3%	-5%
CC1CCN(C(=O)c2ccc(N3C(=O)c4ccccc4C3=O)cc2)CC1	.	.	2%	0.5%	-1.0%	.	.	.	0.4%	4%
CCOC(=O)c1c(NC(=O)COc2ccccc2F)sc2c1CC(C)(C)NC2(C)C	.	.	9%	.	-0.8%	.	.	.	-2.7%	-5%
CCOc1ccc(CCNC(=O)CSc2cc(=O)n(CC)c3ccccc23)cc1OCC	i	-1.5%	13%	-1.0%	-0.9%[50 µM]	-0.7%	-3	-8	3.4%	2%
Cc1cc(N2CCC(C(N)=O)CC2)nc(-c2ccccc2)n1	i	-1.5%	4%	0.2%	0.3%	-1.8%	-13	9	0.2%	-3%
Cc1ccc2[nH]c(=O)c(CN(Cc3cccnc3)C(=O)c3ccncc3)cc2c1	i	-2.1%	5%	1.6%	0.1%	2.9%	-10	-37	0.9%	-3%
COc1cc(C(C)=O)ccc1OCC(O)Cn1nc(C)c(Br)c1C (stereo not drawn)	.	.	7%	-0.9%	-2.6%	.	.	.	0.8%	1%
C/C(CC(=O)Nc1cc(C)ccn1)=N\NC(=O)c1cccc(F)c1	.	.	1%	0.0%	0.6%	.	.	.	1.4%	-8%
CCOC(=O)CNC(=O)C(Cc1ccccc1)NC(=O)OCc1ccccc1 (stereo not drawn)	i	-1.3%	-1%	0.6%	0.1%	-1.9%	-28	-27	2.1%	1%
C=CCn1c(O)c(C=Nc2ccccc2)sc1=S	i	-1.0%	5%	-0.6%	0.4%	-1.0%	-8	-6	3.0%	.
Cc1nc(N2CCNCC2)c2c3c(sc2n1)CCCC3	.	.	4%	-1.1%	-0.2%	.	.	.	?	-7%
COC(=O)c1ccc(Cl)c(S(=O)(=O)N2CCCC2)c1	i	1.3%	-24%	0.1%	-1.5%	-8.2%	3	12	0.0%	-5%
Cc1cc(NC(=O)CSc2nc3c(C)c(C)ccc3cc2C)no1	.	.	-2%	-0.5%	0.3%	.	.	.	-0.2%	-6%
Nc1nc(NC(=O)/C=C/c2ccc(F)cc2)nn1-c1ccccc1	i	.	18%	0.6%	0.7%	.	.	.	2.5%	1%
CCC(=O)Nc1nnc(S(=O)(=O)N2CCc3ccccc32)s1	.	.	.	-0.5%	0.5%	.	.	.	3.5%	1%
COc1ccc(/C=C2\SC(=S)N(NC(=O)c3csc4c3CCCC4)C2=O)cc1	i	-1.7%	-1%	0.3%	0.9%	-4.5%	5	0	4.3%	4%
COc1ccc(C(C[N+](=O)[O-])c2c(C)[nH]n(-c3ccccc3)c2=O)cc1 (stereo not drawn)	.	.	13%	0.2%	-0.1%	.	.	.	2.4%	-14%
c1ccc2c(NCCCN3CCOCC3)c3ccccc3nc2c1	i	3.5%	4%	?	.	-3.2%	5	0	2.5%	.
COc1ccccc1N1CCN(C(=O)c2c(-c3ccccc3Cl)noc2C)CC1	i	2.0%	1%	2.0%	0.5%	-4.5%	30	6	2.1%	-5%
COc1ccc(-c2csc(NC(=O)C3CCN(c4ncnc5sc(C)c(C)c45)CC3)n2)cc1OC	.	.	10%	.	1.7%[50 µM]	.	.	.	13%	-7%
CSc1ccccc1NC(=O)CO/N=C(\C)c1cc2ccccc2o1	i	-5.6%	13%	-1.8%	0.9%	-5.1%	54	-16	?	-1%
O=C(NCCN1CCN(C(=O)c2ccc([N+](=O)[O-])cc2)CC1)C(=O)NCc1ccccc1	.	.	10%	1.0%	0.1%	.	.	.	2.8%	-4%
O=C(CCl)Oc1ccc2occ(C(=O)c3cccs3)c2c1	i	-1.5%	11%	1.2%	-5.0%	0.0%	20	13	0.6%	1%
CCC(c1nnnn1C(C)(C)C)N1CCN(c2cc(Cl)ccc2C)CC1 (stereo not drawn)	i	-3.1%	10%	-0.6%	0.1%	-6.7%	73*	41*	?	0%
CC1(C)CC(=O)c2cc(OCC(=O)NCCN3CCOCC3)ccc2O1	i	-0.4%	0%	0.0%	-0.3%	-5.9%	20	33	1.0%	1%
Cc1ccc(Oc2nc3ccccc3n3c(C)nnc23)c(C)c1	i	-2.2%	1%	0.5%	-1.8%	-1.6%	3	12	1.7%	0%
CCN(CC)S(=O)(=O)c1ccc(S(=O)(=O)N2CCC(N3CCCCC3)CC2)cc1	.	.	9%	-0.5%	0.0%	.	.	.	-0.1%	-10%
